Screening results as filed in PubChem BioAssay.
mIAP block – mouse IAP inhibition | purified mouse IAP, CDP-Star luminescence, 30 min | inhibition, % at 10 µM | actives 0.2% (n = 330,000) | AID 2806;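 active = inhibition of at least 40% at 10 µM in the primary screen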;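 note: plate controls were DMSO with enzyme for no effect and no enzyme wells for full effect; values of inactives mirror those of a sister screen read the other way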
mIAP act – mouse IAP activation | AID 2805 | actives 0.24% (n = 330,000) | muIAP, CDP-Star luminescence, 30 min; active compounds read high; 1 = vehicle-only enzyme signal, 0 = enzyme-free wells | activation factor at 10 µM;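 active = activation factor of at least 2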; note: the source names both 10 and 20 µM as test concentration; values of inactives mirror those of a sister screen read the other way
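System: mouse IAP enzyme. Reagent: CDP-Star chemiluminescent phosphatase substrate. Benchmarks: DMSO wells, no-enzyme wells. Times: 30 min enzyme-substrate-compound incubation at room temperature. Detection: luminescence from enzymatic CDP-Star hydrolysis. Doses: test compounds delivered from DMSO solution.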
hIAP activ – human IAP activation. purified human IAP, CDP-Star luminescence, 30 min; active compounds read high; 1 = vehicle-only enzyme, 0 = enzyme-free background. activation factor at 10 µM. actives 0.16% (n = 330,000). AID 2524;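 active = activation factor of the enzyme at least 2-fold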; note: the source names both 10 and 20 µM as test concentration; values of inactives mirror those of a sister screen read the other way
Target sequence (P09923 whole entry, looked up): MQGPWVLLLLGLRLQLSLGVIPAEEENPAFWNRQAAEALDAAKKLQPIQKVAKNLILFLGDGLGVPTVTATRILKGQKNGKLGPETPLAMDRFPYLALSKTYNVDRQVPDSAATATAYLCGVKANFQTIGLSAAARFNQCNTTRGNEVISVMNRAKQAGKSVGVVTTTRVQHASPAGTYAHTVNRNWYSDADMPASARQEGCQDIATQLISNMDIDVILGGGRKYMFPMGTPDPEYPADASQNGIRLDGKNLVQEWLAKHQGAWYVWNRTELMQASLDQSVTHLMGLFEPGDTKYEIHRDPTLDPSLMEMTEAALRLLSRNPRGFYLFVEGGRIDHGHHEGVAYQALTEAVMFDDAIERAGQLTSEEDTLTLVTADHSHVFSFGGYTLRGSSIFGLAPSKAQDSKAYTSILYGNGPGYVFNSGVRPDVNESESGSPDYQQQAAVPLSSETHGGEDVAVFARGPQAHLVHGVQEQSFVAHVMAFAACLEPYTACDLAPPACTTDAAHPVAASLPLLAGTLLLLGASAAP
beta cell repl – induces beta-cell replication in MIN6 cells | actives 0.29% (n = 330,000) | MIN6 cells proliferation, ATPlite luminescence, 48 h; cells starved in 0.2% serum; 100% = growth in 10% serum | AID 2380 | proliferation, % at 10 µM;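 active = compounds whose signal lies at least 3.5 SD above the mean of all wells on their plate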;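 note: 0% = DMSO-treated cells in low-serum medium and 100% = 10% serum control; some compounds called inactive have numbers as strong as hits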
A3G deaminase – APOBEC3G (human) deaminase inhibition | Q9HC16 | recombinant A3G, ssDNA deamination FAM/TAMRA fluorescence | inhibition, % at 20 µM | actives 0.28% (n = 330,000);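 active = inhibition of at least 40% at 20 µM, with no more than 30% in the related APOBEC3A deaminase screen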;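 note: plate controls were DMSO wells with A3G for no effect and wells lacking A3G enzyme for full effect; some compounds called inactive have numbers as strong as hits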
Target sequence (Q9HC16 whole entry, looked up): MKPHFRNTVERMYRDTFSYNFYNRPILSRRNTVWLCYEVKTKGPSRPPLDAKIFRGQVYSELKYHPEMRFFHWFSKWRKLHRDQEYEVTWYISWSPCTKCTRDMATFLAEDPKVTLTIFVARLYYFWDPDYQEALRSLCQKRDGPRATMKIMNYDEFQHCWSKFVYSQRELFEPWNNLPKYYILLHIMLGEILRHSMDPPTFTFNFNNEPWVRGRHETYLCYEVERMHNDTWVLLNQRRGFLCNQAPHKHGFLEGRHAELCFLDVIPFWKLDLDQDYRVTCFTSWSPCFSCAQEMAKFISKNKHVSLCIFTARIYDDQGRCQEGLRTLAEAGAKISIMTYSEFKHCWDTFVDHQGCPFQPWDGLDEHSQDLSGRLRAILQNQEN
hIAP inh – human IAP inhibition. P09923. purified IAP, CDP-Star luminescence, 30 min. inhibition, % at 10 µM. actives 0.12% (n = 330,000). AID 2544;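 active = inhibition reaching a set limit with compound at 10 µM in the primary screen, cut at about 35% in these data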;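 note: plate controls were DMSO wells with enzyme for no effect and no-enzyme buffer wells for full effect; values of inactives mirror those of a sister screen read the other way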
A3A deaminase – blocks human APOBEC3A ssDNA deamination. AID 493011. recombinant A3A, FAM/TAMRA ssDNA deamination fluorescence. actives 0.41% (n = 330,000). inhibition, % at 20 µM;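 active = at least 40% inhibition at 20 µM here, with at most 30% in a related deaminase screen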;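 note: plate controls were A3A with DMSO for no effect and wells lacking A3A enzyme for full effect; some results filed as inactive read as strong as hits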
NR3A LBD binder – NR3A (human) ligand-binding domain modulation | Tm shift relative to glycine control, % at 25 µM | NR3A LBD differential scanning fluorimetry, Tm shift; 0% = protein alone, 100% = glycine-bound protein | actives 2.5% (n = 340,000);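 active = melting temperature shift of at least 10% of the positive control shift, at one fixed dose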
MPTP block – blocks calcium-induced mitochondrial swelling; isolated mouse mitochondria, Ca2+ swelling absorbance, 30 min; inhibition, % at 10 µM; actives 1.4% (n = 360,000);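 active = inhibition of 50% or more, scaled per plate between neutral and stimulator controls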;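 note: 0% = DMSO wells given calcium and 100% = 1 mM EGTA wells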
The depositor's hits bear a star; nt = not tested or not shown.

#	molecule	mIAP block	mIAP act	hIAP activ	beta cell repl	A3G deaminase	hIAP inh	A3A deaminase	NR3A LBD binder	MPTP block
1	O=C(CCn1c(=O)sc2ccccc21)NCCC1=CCCCC1	-3.5	1.03	1.3	-1.6	-4.0	-29.9	-3.3	5.6	1.3
2	COc1ccccc1CCNC(=O)CC1C(=O)NCCN1CCCc1ccccc1 (stereo unspecified)	-4.9	1.05	0.694	-1.2	17.6	30.6	0.9	-1.7	0.2
3	Cc1cccc(N2CCN(C(=O)CCC(=O)N3Cc4ccccc4Oc4ncccc43)CC2)c1C	-1.5	1.01	1.18	-3.8	-9.2	-17.8	-3.7	-1.2	-0.2
4	CC(CC(=O)Nc1cccnc1)c1ccccc1 (stereo unspecified)	-4.7	1.05	1.1	-0.4	-5.3	-10.2	2.3	0.4	-4.2
5	COc1cccc(/C=C/C(=O)NCc2ccc(S(N)(=O)=O)cc2)c1	-2.9	1.03	1.1	-3.0	-1.6	-10.0	4.4	1.1	1.1
6	COc1ccc(/C=N\NC(=S)SCN2C(=O)C3CCC(C)(C2=O)C3(C)C)cc1 (stereo unspecified)	15.1	0.849	0.975	-1.4	-0.5	2.5	-1.4	-8.0	1.3
7	CCCc1nc(C)c2c(=O)[nH]c(-c3cc(S(=O)(=O)N4CCN(CC)CC4)ccc3OCC)nn12	-3.7	1.04	1.11	0.3	-7.3	-11.1	-1.8	0.0	-1.3
8	COc1ccc(C(=O)NC2CCCN(Cc3ccccc3F)C2)c(OC)c1OC (stereo unspecified)	-11.1	1.11	1.02	-2.1	0.9	-1.9	-5.0	-2.3	-0.3
9	Cc1csc(NC(=O)c2cnc3ccccc3n2)n1	12.5	0.875	0.957	-4.7	-4.7	4.3	-1.7	-0.7	-0.2
10	COc1ccc([C@@H]2CC=C(C(=O)O)[C@H](c3ccc(Br)cc3)N2S(=O)(=O)c2ccccc2C)cc1	8.8	0.912	1.15	-4.6	-4.5	-15.4	-2.7	-1.8	-0.2
11	Cc1nn(C)c(C(=O)Nc2ccn(C34CC5CC(CC(C5)C3)C4)n2)c1[N+](=O)[O-]	0.2	0.998	1.03	-0.4	3.3	-3.0	9.0	-1.7	-0.2
12	NC(=O)c1ccsc1NC(=O)CS(=O)(=O)c1ccc(F)cc1	-2.4	1.02	0.995	-2.1	-13.6	0.5	-4.6	1.0	-1.3
13	Cc1cccc(C)c1NC(=O)C1CC2CCC1C2 (stereo unspecified)	2.0	0.98	1.01	-2.1	-10.9	-1.0	-3.5	-1.0	1.4
14	CCOC(=O)C1CCN(C(=O)c2ccccc2NS(=O)(=O)c2ccc(C)cc2)CC1	-4.7	1.05	0.768	1.1	7.1	23.2	-2.0	-0.5	0.1
15	Cc1ccc2c(c1)c1c(n2CC(O)Cn2c(C)nc3ccccc32)/C(=N\O)CCC1 (stereo unspecified)	-3.9	1.04	0.991	-5.4	-2.6	1.0	0.0	2.9	1.6
16	Cc1cccn2c(=O)c(C=O)c(N3CCN(c4ccc(F)cc4)CC3)nc12	7.6	0.924	0.787	1.5	1.0	21.3	1.5	0.3	1.5
17	CCOC(=O)c1ccc(NC(=O)N2CCN(C(=O)C3CCCO3)CC2)cc1 (stereo unspecified)	-15.6	1.16	0.893	0.1	6.6	10.7	2.7	-4.0	3.8
18	COc1cccc(OCCOc2ccccc2[N+](=O)[O-])c1	-10.0	1.1	0.93	-0.4	-1.4	7.0	0.2	2.0	-1.3
19	COc1ccc(Cl)cc1S(=O)(=O)NCc1ccncc1	1.3	0.987	1.01	-1.7	-1.7	-1.3	1.1	-0.6	-1.6
20	Cc1ccc(C)c(S(=O)(=O)Nc2ccc(C(=O)N3CC(C)OC(C)C3)cc2)c1 (stereo unspecified)	8.7	0.913	1.12	-3.2	-8.9	-12.1	-2.8	1.0	-1.9
21	O=C(Cc1ccc(Br)cc1)N/N=C/c1cccnc1	-6.1	1.06	0.922	2.1	4.2	7.8	2.0	0.1	-0.3
22	CCOc1ccccc1-c1nc(CN2CCCN(C(=O)c3ccco3)CC2)c(C)o1	11.7	0.883	1.01	-0.9	-8.7	-0.6	-1.9	-0.6	-1.1
23	COc1ccccc1NC(=O)Nc1nnc(CC(=O)Nc2ccccc2)s1	4.8	0.952	1.04	0.4	-1.2	-3.7	2.3	nt	nt
24	CNc1nc(NC)nc(-n2c(C(F)(F)F)nc3ccccc32)n1	-1.2	1.01	0.913	-2.9	2.7	8.7	0.6	-1.5	0.9
25	Cc1oc2ccc(O)cc2c1C(=O)c1ccc(Br)cc1	-1.0	1.01	1.06	-0.3	0.0	-6.3	0.7	-9.4	8.9
26	Cc1ccccc1NC(=O)NNC(=O)CCc1ccccc1	-1.7	1.02	1	0.1	0.4	0.0	40.5*	1.5	0.2
27	Cc1ccc(C(=O)NCCN2C3=NC[C@H](Cc4ccc(O)cc4)N3C[C@H]2Cc2ccc(O)cc2)cc1Br	-18.2	1.18	0.953	-2.3	-9.8	4.7	-0.7	-16.1	-0.8
28	CCC1=C(OC(=O)N(CC)CC)N2C(=O)OC(=NCCc3c[nH]c4ccccc34)[C@]2(C)[C@H]2C1=CC[C@H]1C(=O)N(CC)C(=O)[C@H]12	-15.3	1.15	1.06	-4.7	-6.3	-6.5	-2.8	-1.1	0.0
29	CCOC(=O)C1=C(C(F)(F)F)Nc2ncnn2C1c1cccc(OC)c1OC (stereo unspecified)	4.1	0.959	1.01	1.2	-1.2	-1.5	-1.6	-1.1	0.7
30	CCc1c(C)nc2[nH]nc(NC(=O)C(F)(F)F)n2c1=O	-7.0	1.07	1.02	1.8	-3.5	-2.1	-1.1	1.7	0.7
31	CCN1CCN(c2ncnc3sc4c(c23)CCC(C)C4)CC1 (stereo unspecified)	1.2	0.988	1.16	-0.6	-4.7	-15.9	-3.9	0.5	-0.3
32	CNC(=O)c1ccc2snnc2c1	1.2	0.988	0.928	-3.8	2.4	7.2	-0.2	-1.2	-2.5
33	CCN(C[C@H]1N[C@@](Cc2ccccc2)(C(=O)OC)[C@H]2C(=O)N(Cc3ccccc3)C(=O)[C@@H]12)C(=O)Nc1ccc(C)cc1	-8.4	1.08	1.01	-4.6	-6.1	-1.3	-2.6	2.2	1.9
34	COc1ccc(-c2nn(-c3ccccc3)cc2C(=O)NC(=S)NNC(=O)c2ccncc2)cc1	15.5	0.845	1.25	-5.3	-7.8	-24.5	-0.4	-17.4	2.3
35	CCn1c(=S)sc2nc(C)sc21	5.1	0.949	1.17	-0.4	36.7	-17.0	-6.3	0.8	1.2
36	O=[N+]([O-])c1ccc(Oc2ccc(S(=O)(=O)Nc3ccccc3)cc2)cc1	8.4	0.916	1.08	0.0	-8.3	-8.0	-1.6	8.2	69.1*
37	COc1cccc(C(=O)Nc2nnc(S(=O)(=O)Nc3cccc(C)c3)s2)c1	-2.5	1.02	0.928	-3.2	0.5	7.2	-0.6	1.4	-1.1
38	Cc1cccc(NC(=O)CCS(=O)(=O)c2ccc(Br)cc2)c1	6.7	0.933	1.04	-1.8	-9.0	-4.2	-3.3	2.4	1.3
39	O=[N+]([O-])c1nn(-c2ccc3c(c2)OCCO3)n(O)c1=Nc1ccc(Cl)cc1	8.0	0.92	0.703	-4.9	-0.1	29.7	0.4	-2.9	1.4
40	CN(C)CCCN(Cc1cc2cc3c(cc2[nH]c1=O)OCO3)C(=S)NCc1ccco1	10.5	0.895	1.03	-1.8	0.7	-3.5	0.5	1.5	-1.5
41	CC(C)(C)CC(C)(C)c1ccc(O)c(CN2CCN(CCC#N)CC2)c1	-2.9	1.03	1.12	-4.2	-6.0	-11.6	-3.8	0.0	1.4
42	COC(=O)c1ccccc1NC(=O)Nc1cccnc1	6.0	0.94	1.15	5.4	0.6	-15.1	-0.4	-1.8	0.8
43	COc1cc(/C=C(/C(=O)c2cccs2)c2nc3ccccc3[nH]2)ccc1O	23.7	0.763	0.879	-6.0	2.5	12.1	3.0	-4.4	0.5
44	CCOc1ccc(CNS(=O)(=O)c2cc(CN3C(=O)c4cccnc4C3=O)ccc2OC)cc1	-4.5	1.04	0.998	2.6	-0.3	0.2	2.1	0.8	2.0
45	Cc1ccc(CCNC(=O)C2CCN(c3nn4c(=O)cc(C)nc4s3)CC2)cc1	-1.4	1.01	1.09	-1.7	-1.8	-8.7	4.1	-0.2	1.7
46	CC(C)C(OC(=O)c1ccc(Cl)nc1)C(=O)NC1CCCCC1 (stereo unspecified)	7.9	0.921	0.983	-0.7	-3.5	1.7	-1.8	-1.4	1.1
47	O=C(OCC(=O)c1ccc[nH]1)c1ccc(F)c(S(=O)(=O)N2CCOCC2)c1	-0.6	1.01	0.914	-2.1	-8.3	8.6	-5.0	0.3	0.2
48	Cc1ccc(C)c(NC(=O)C(Sc2ncnc3ccccc23)c2ccccc2)c1 (stereo unspecified)	7.8	0.922	0.915	0.0	-6.1	8.5	0.8	0.8	3.7

Rewritten field by field: entries from further up.
#31 CCN1CCN(c2ncnc3sc4c(c23)CCC(C)C4)CC1 (stereo unspecified)
  mIAP block: 1.2 | mIAP act: 0.988 | hIAP activ: 1.16 | beta cell repl: -0.6 | A3G deaminase: -4.7 | hIAP inh: -15.9 | A3A deaminase: -3.9 | NR3A LBD binder: 0.5 | MPTP block: -0.3
#32 CNC(=O)c1ccc2snnc2c1
  mIAP block: 1.2 | mIAP act: 0.988 | hIAP activ: 0.928 | beta cell repl: -3.8 | A3G deaminase: 2.4 | hIAP inh: 7.2 | A3A deaminase: -0.2 | NR3A LBD binder: -1.2 | MPTP block: -2.5
#33 CCN(C[C@H]1N[C@@](Cc2ccccc2)(C(=O)OC)[C@H]2C(=O)N(Cc3ccccc3)C(=O)[C@@H]12)C(=O)Nc1ccc(C)cc1
  mIAP block: -8.4 | mIAP act: 1.08 | hIAP activ: 1.01 | beta cell repl: -4.6 | A3G deaminase: -6.1 | hIAP inh: -1.3 | A3A deaminase: -2.6 | NR3A LBD binder: 2.2 | MPTP block: 1.9
#34 COc1ccc(-c2nn(-c3ccccc3)cc2C(=O)NC(=S)NNC(=O)c2ccncc2)cc1
  mIAP block: 15.5 | mIAP act: 0.845 | hIAP activ: 1.25 | beta cell repl: -5.3 | A3G deaminase: -7.8 | hIAP inh: -24.5 | A3A deaminase: -0.4 | NR3A LBD binder: -17.4 | MPTP block: 2.3

One compound at a time (already shown).
Cc1ccc(C(=O)NCCN2C3=NC[C@H](Cc4ccc(O)cc4)N3C[C@H]2Cc2ccc(O)cc2)cc1Br in the list: mIAP block = -18.2; mIAP act = 1.18; hIAP activ = 0.953; beta cell repl = -2.3; A3G deaminase = -9.8; hIAP inh = 4.7; A3A deaminase = -0.7; NR3A LBD binder = -16.1; MPTP block = -0.8
O=[N+]([O-])c1ccc(Oc2ccc(S(=O)(=O)Nc3ccccc3)cc2)cc1 in the list: mIAP block = 8.4; mIAP act = 0.916; hIAP activ = 1.08; beta cell repl = 0.0; A3G deaminase = -8.3; hIAP inh = -8.0; A3A deaminase = -1.6; NR3A LBD binder = 8.2; MPTP block = 69.1*
